4MU fluor = compound fluoresces in the 4-MU spectral region; compound autofluorescence, 340/450 nm, 4-MU equivalents; hits give high values; max dye-equivalent concentration, M; 11% of 59,000 active; AID 589; in the data active = max dye-equivalent concentration above about 10 nM; inconclusive = mostly about 1.1 nM to 9.6 nM
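Compounds in 100 mM Tris, pH 8.0, sat 15 min at room temperature before fluorescence was read at 340 nm excitation/450 nm emission; a per-plate six-point 4-MU standard curve converted signals to dye-equivalent concentration at each compound concentration.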
Casp7 inh = blocks human caspase-7 allosterically or competitively; 0.02% of 75,000 active; AID 889; Potency, µM (series often up to 57.5 µM), inactives show at the top dose activity change, negative = inhibition, actives largely listed as inhibitors; recombinant caspase-7, Ac-DEVD-AFC fluorescence rate; active = well fitted inhibition curve with a large enough effect in the main read-out, with a control signal flat, not every such curve was filed as active; inconclusive = small, poorly fitted or top-dose-only effect, or a change in a side signal; note: potency is the fitted concentration of half-maximal effect; % of control where 0% means no effect
A350 autofl = A350 region autofluorescence; Compound autofluorescence, 340/450 nm, Alexa 350 dye-equivalents; hits give high values; max dye-equivalent concentration, M; 11% of 59,000 active; in the data active = max dye-equivalent concentration above about 10 nM; inconclusive = mostly about 1.1 nM to 9.6 nM
BRCT inh green = blocks human BRCA1 BRCT binding to phosphopeptide, green readout | Potency, µM (highest dose often 76.9 µM), inactives show at the top dose activity change, negative = inhibition, most hits filed as inhibitors | 0.05% of 75,000 active | AID 875 | BRCA1 BRCT-phosphopeptide binding, green fluorescence polarization;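 note: potency is the fitted concentration of half-maximal effect; plate controls were peptide without protein for full effect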
Target sequence (P38398 whole entry, looked up): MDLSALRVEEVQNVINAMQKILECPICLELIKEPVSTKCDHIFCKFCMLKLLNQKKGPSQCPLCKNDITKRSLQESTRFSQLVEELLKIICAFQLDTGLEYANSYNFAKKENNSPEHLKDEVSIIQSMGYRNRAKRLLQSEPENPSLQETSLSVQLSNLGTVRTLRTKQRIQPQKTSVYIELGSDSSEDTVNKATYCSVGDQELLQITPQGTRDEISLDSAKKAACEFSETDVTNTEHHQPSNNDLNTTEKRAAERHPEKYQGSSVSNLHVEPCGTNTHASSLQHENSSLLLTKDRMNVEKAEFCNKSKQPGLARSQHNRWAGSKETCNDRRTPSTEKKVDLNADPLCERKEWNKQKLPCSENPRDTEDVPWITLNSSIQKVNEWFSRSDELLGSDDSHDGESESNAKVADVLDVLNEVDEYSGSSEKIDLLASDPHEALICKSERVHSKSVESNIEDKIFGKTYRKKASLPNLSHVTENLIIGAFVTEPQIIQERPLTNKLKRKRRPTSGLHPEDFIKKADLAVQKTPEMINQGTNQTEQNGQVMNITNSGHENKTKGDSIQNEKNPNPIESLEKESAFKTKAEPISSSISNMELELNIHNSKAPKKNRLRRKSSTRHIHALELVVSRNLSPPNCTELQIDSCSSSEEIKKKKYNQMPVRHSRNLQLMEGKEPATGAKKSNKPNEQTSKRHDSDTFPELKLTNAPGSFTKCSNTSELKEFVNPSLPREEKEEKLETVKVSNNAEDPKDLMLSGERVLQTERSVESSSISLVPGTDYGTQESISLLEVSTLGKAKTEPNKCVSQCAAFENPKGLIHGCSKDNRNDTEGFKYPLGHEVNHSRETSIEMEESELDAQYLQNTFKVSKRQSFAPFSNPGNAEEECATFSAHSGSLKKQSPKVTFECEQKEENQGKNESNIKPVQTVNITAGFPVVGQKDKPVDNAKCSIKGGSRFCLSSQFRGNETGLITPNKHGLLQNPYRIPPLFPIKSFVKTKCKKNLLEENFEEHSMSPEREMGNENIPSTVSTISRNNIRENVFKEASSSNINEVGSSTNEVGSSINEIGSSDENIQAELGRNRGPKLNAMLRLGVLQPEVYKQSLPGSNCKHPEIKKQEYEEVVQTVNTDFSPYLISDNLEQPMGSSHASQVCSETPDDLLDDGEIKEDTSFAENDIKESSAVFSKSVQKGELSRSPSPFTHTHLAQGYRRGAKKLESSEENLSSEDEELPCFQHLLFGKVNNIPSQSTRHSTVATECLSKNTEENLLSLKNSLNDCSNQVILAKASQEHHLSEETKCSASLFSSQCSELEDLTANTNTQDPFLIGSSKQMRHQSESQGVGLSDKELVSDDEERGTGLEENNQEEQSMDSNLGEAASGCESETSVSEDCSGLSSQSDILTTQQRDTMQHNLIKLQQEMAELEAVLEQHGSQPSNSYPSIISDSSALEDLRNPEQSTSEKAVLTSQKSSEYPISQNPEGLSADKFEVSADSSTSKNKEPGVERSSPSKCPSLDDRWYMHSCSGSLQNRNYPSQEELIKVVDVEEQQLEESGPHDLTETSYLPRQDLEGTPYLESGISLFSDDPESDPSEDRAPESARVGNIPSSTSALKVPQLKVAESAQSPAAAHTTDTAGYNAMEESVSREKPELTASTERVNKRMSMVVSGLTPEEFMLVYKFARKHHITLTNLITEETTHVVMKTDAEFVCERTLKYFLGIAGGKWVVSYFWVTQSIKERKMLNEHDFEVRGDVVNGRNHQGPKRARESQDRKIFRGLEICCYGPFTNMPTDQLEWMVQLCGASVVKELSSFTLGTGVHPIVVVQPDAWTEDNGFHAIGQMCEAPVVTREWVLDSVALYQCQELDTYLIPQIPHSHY
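Fluorescence polarization: His-tagged BRCT (~35 kDa BRCA1 C-terminus, 250 nM) bound to 100 nM fluorescein-labeled phosphorylated 10-aa BACH1 peptide, pH 7.3 phosphate buffer with DTT and Tween 20. Compounds incubated 12 min at room temperature; inhibition read as lowered polarization.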
BRCT inh red = inhibitors of human BRCA1 BRCT-phosphoprotein interaction (red fluorophore). P38398. BRCT-phosphopeptide binding, red fluorescence polarization. Potency, µM (doses to about 76.9 µM), inactives show at the top dose activity change, negative = inhibition, most hits filed as inhibitors. 0.03% of 75,000 active; note: % is set by controls: 0 for no effect and ±100 for the full control effect
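Fluorescence polarization: 100 nM His-tagged BRCA1 BRCT with 100 nM TAMRA-labelled phospho-BACH1 decapeptide, phosphate buffer pH 7.3 with 150 mM NaCl, DTT, 0.01% Tween 20; 12 min RT. Binding inhibition seen as FP decrease.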
USP2a inh = USP2a (human) protease inhibition | O75604 | USP2a enzymatic assay, qHTS inhibition | Potency, µM (highest dose often 38.3 µM), without a hit: at the top dose activity change, negative = inhibition, actives largely listed as inhibitors | 0.1% of 60,000 active;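 note: potency is the fitted concentration of half-maximal effect; nearly all actives have a fitted effect of over 60% in size; plate controls were DMSO for no effect and NEM full inhibition control for full effect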
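USP2 core (20 nM final) was preincubated with compound for 30 min at RT in 20 mM Tris-HCl pH 8.0, 2 mM CaCl2, 2 mM beta-mercaptoethanol; Ub-PLA2 (20 nM) plus NBD C6-HPC (20 uM) then added, fluorescence read after 2.5 h.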
Fluorescein autfl = compound autofluorescence in fluorescein spectral region | Compound autofluorescence, 480/540 nm, fluorescein-equivalent; hits give high values | max fluorescein-equivalent concentration, M | 0.91% of 59,000 active | AID 593; in the data active = max fluorescein-equivalent concentration above about 10 nM; inconclusive = between about 1.1 nM and that limit
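Spectral profiling of library compounds in the fluorescein window (480 nm excitation, 540 nm emission) after 15 min at room temperature in pH 8.0 Tris (100 mM). Values are dye-equivalent concentrations.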
Texas Red fluor = Texas Red region autofluorescence. Compound fluorescence, Texas Red channel, 547/618 nm; hits give high values. max dye-equivalent concentration, M. 0.06% of 59,000 active. AID 587; in the data active = max dye-equivalent concentration above about 10 nM; inconclusive = between about 1.1 nM and that limit
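Compound fluorescence was read after 15 min at room temperature in 100 mM Tris, pH 8.0, using 547 nm excitation and 618 nm emission across a concentration series. It was expressed as Texas Red dye-equivalent concentration from an on-plate standard curve.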
Casp1 inh = caspase-1 (human) inhibition, allosteric or competitive. P29466. Caspase-1 enzyme, Ac-WEHD-AFC fluorogenic rate. Potency, µM (series often up to 57.5 µM), without a hit: at the highest dose activity change, negative = inhibition, usual class: inhibitors. 0.03% of 75,000 active;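 note: potency is the fitted concentration of half-maximal effect; plate controls were vehicle for no effect and no substrate for full effect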
Rhodamine autofl = compound fluoresces in the rhodamine spectral region; max dye-equivalent concentration, M; 0.05% of 59,000 active; Rhodamine-region fluorescence, 547/598 nm, Tris buffer; hits give high values; in the data active = max dye-equivalent concentration above about 11 nM; inconclusive = between about 1.1 nM and that limit
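Compounds in 100 mM Tris buffer, pH 8.0, were incubated 15 min at room temperature, then read at 547 nm excitation and 598 nm emission. Fluorescence was normalized against a per-plate six-point rhodamine standard curve as dye-equivalent concentration.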
HEK293 cAMP ctrl = counter-screen for TSHR agonists: cAMP increase in parental HEK293; parental HEK293 CNG cAMP sensor, membrane potential fluorescence; Potency, µM (doses to about 57.1 µM), inactives show at the top dose activation, most hits filed as activators; 2.5% of 73,000 active; AID 938; note: potency is the fitted concentration of half-maximal effect; % of control where 0% means no effect; nearly all actives have a fitted effect of over 55% in size
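Counterscreen for endogenous-receptor signalling: CNG-channel HEK 293 cells report cAMP rise by membrane depolarization. After 60 min dye equilibration with 100 uM RO 20-1724, compounds incubated 30 min before bottom-read fluorescence at 590 nm.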
* hit, by the source's call; i = inactive; ? = inconclusive; nt = not tested or not shown; ! = not confirmed by another sample; [ ] = another dose, or the depositor's remark. Unless noted, calls come from the whole dose curve; as a rule, active = well fitted curve in the direction sought with a large enough effect; inconclusive = small, poorly fitted or top-dose-only effect, or another doubt; inactive = no such curve, though single readings can be large; an effect the other way counts as inactive or inconclusive. These rows are one share of the data; the hit share may differ from the screen's.

Preview, 2 compounds:
SMILES	4MU fluor	Casp7 inh	A350 autofl	BRCT inh green	BRCT inh red	USP2a inh	Fluorescein autfl	Texas Red fluor	Casp1 inh	Rhodamine autofl	HEK293 cAMP ctrl
N#Cc1ccc(CN2CCCC3(CCN(C(=O)Oc4ccccc4)CC3)C2)cc1	i	-2%	i	3.8%	-0.6%	26%	i	i	1%	i	16µM*
C=Cn1ccnc1P(=S)(c1ccc(N(C)C)cc1)c1nccn1C=C	i	0%	i	-1.4%	-1.3%	16%	i	i	2%	i	1%

Main list, from the first entry:
SMILES	4MU fluor	Casp7 inh	A350 autofl	BRCT inh green	BRCT inh red	USP2a inh	Fluorescein autfl	Texas Red fluor	Casp1 inh	Rhodamine autofl	HEK293 cAMP ctrl
N#Cc1ccc(CN2CCCC3(CCN(C(=O)Oc4ccccc4)CC3)C2)cc1	i	-2%	i	3.8%	-0.6%	26%	i	i	1%	i	16µM*
C=Cn1ccnc1P(=S)(c1ccc(N(C)C)cc1)c1nccn1C=C	i	0%	i	-1.4%	-1.3%	16%	i	i	2%	i	1%
CC(C)(C)NC[C@@H](O)COc1cccc2[nH]c(C#N)cc12	nt	-3%	nt	2.5%	-0.3%	nt	nt	nt	-1%	nt	13%
COc1nc(NC(C)C)nc(NC(C)C)n1	nt	1%	nt	1.3%	-0.2%	-3%	nt	nt	2%	nt	nt
CP(C)(=O)CCC(=O)O	nt	1%	nt	-1.4%	0.1%	0%[7.66 µM]	nt	nt	2%	nt	2%[11.4 µM]
CCCS(=O)(=O)N1CCCC(C(=O)N2CCC3(CC2)OCCO3)C1 (configuration not stated)	i	3%	i	0.5%	-1.1%	-4%	i	i	1%	i	4%
C=C(C)C#N	nt	1%	nt	-1.7%	-1.3%	nt	nt	nt	-2%	nt	27%
NCC(N)C(=O)c1ccccc1 (configuration not stated)	nt	-12%	nt	-6.3%	1.2%	-6%	nt	nt	-1%	nt	nt
O=C1NC(=O)N(Cc2ccccc2Cl)C(=O)/C1=C/N1CCOCC1	i	-5%	?	2.8%	1.1%	13%	?	?	-2%	i	7%
CC(=O)Oc1ccccc1C(=O)Nc1ncc([N+](=O)[O-])s1	nt	-5%	nt	-0.4%	-1.2%	nt	nt	nt	0%	nt	?
CS(=N)(=O)CC[C@H](N)P(=O)(O)O (some centres not stated)	i	1%[11.5 µM]	i	0.0%[15.4 µM]	-0.1%[15.4 µM]	nt	i	i	-2%[11.5 µM]	i	3%[11.4 µM]
C[C@@H](N)Cn1ccc2cc(F)c(Cl)cc21	nt	1%	nt	0.1%	-1.1%	nt	nt	nt	0%	nt	-11%
CCN(CC)CCCN=Cc1c(O)n(-c2cccc(C)c2C)c(=O)[nH]c1=O	i	-1%	i	-1.2%	-3.8%	4%	?	i	3%	i	2%
CC1(C)C(c2ccccc2)=NC(c2cccnc2)=[N+]1[O-]	nt	-2%	nt	0.1%	0.4%	nt	nt	nt	0%	nt	-4%
CCOC(=O)C1=C(C)N(C)C2(C)CC1c1ccccc1O2 (configuration not stated)	i	-3%	i	-3.9%	-2.8%	-2%	i	i	0%	i	6%
C[C@H]1CC[C@@]2(NC1)O[C@@H]1C[C@@H]3[C@@H]4CC=C5C[C@@H](O)CC[C@]5(C)[C@@H]4CC[C@]3(C)[C@H]1[C@@H]2C	i	-1%[11.5 µM]	i	-1.3%[15.4 µM]	2.6%[15.4 µM]	nt	i	i	0%[11.5 µM]	i	2%[11.4 µM]
CC12CCCCC1N(O)CN2O (configuration not stated)	4.6e-08M*	0%	6e-08M*	-2.2%	1.5%	-7%	?	i	-1%	i	2%
CCCCc1nc2ccccc2c(=O)n1-c1ccccc1O	?	nt	?	nt	nt	nt	?	i	nt	i	nt
c1ccc2c(CCNCc3ccc4c(c3)OCO4)c[nH]c2c1	i	2%	i	-3.0%	0.0%	-2%	?	i	-3%	i	9%
CCc1cccc2c(C#N)cn(CC(=O)N3CCOCC3)c12	i	2%	?	-5.8%	0.9%	14%	i	?	2%	i	19%
Clc1cccc(SC2CCNCC2)n1	nt	2%	nt	-2.7%	-0.3%	nt	nt	nt	0%	nt	14%
CC(Oc1ccc(-c2ccccc2)cc1)C(=O)O (configuration not stated)	?	1%	?	0.8%	0.6%	2%	i	i	-1%	i	14%
COc1ccccc1N1C(=O)NC(=O)C2(Cc3cc(C)ccc3N(C)C2)C1=O (configuration not stated)	i	-2%	i	-4.8%	-0.7%	9%	i	i	-2%	i	11%
CN1C(=O)C(C2(C#N)CCCCC2)C(=O)N(C)C1=O	?	0%	?	-0.5%	-2.1%	-6%	i	i	-3%	i	5%
Cc1[nH]c2ccccc2c1C1=CCNCC1	i	-13%	i	1.3%	2.9%	7%	?	i	-8%	i	19%

Further entries.
SMILES	4MU fluor	Casp7 inh	A350 autofl	BRCT inh green	BRCT inh red	USP2a inh	Fluorescein autfl	Texas Red fluor	Casp1 inh	Rhodamine autofl	HEK293 cAMP ctrl
COc1ccc(CN2CCN(c3ccccc3F)CC2)c(OC)c1	nt	-1%	nt	-4.0%	-1.2%	7%[7.66 µM]	nt	nt	-1%	nt	?
CN1C(=O)N(C)C(=O)C2(Cc3c(nc4ccccn4c3=O)N3CCc4ccccc4C32)C1=O (configuration not stated)	1.1e-08M*	2%	1.4e-08M*	-2.3%	-1.0%	6%	i	i	-1%	i	9%
CCCCc1ccc(C(=O)O)nc1	i	-1%	i	-0.5%	0.0%	-6%[17.1 µM]	?	i	1%	i	?
CN1CCc2cc3c(cc2[C@@H]1[C@H]1OC(=O)c2c1ccc1c2OCO1)OCO3	?	nt	?	nt	nt	nt	i	i	nt	i	?
NCCCP(=O)(O)O	i	0%	i	-1.3%	-4.5%	-1%	?	i	-3%	i	-15%
O=C(Oc1ccccc1)N1CCC2(CCCN(Cc3ccccc3)C2)CC1	i	-4%	i	-1.7%	-1.3%	7%	i	i	-5%	i	?
COC(=O)C(c1ccccc1)C1CCCCN1 (configuration not stated)	nt	0%	nt	-0.4%	0.4%	nt	nt	nt	-3%	nt	?
Cn1c(O)c(C=NCCCN2CCCC2=O)c(=O)n(C)c1=O	i	0%	i	-3.7%	-0.8%	0%	i	?	2%	i	-5%
CCOC(=O)C1CCN(/C=C2/C(=O)NC(=O)N(Cc3ccco3)C2=O)CC1	nt	0%	nt	-1.7%	-0.5%	2%	nt	nt	-1%	nt	3%
CCCCn1c(O)c(C(C)=Nc2cccc(C(=O)O)c2)c(=O)[nH]c1=O	?	-2%	?	-0.6%	-0.9%	1%	i	?	-2%	i	8%
Cn1c(C(=O)N2CCC(C(=O)N3CCC4(CC3)OCCO4)CC2)cc2sccc21	i	-1%	i	-2.2%	-2.1%	2%	i	?	0%	i	-1%
CCN1C[C@]2(COC)CC[C@H](O)[C@@]34[C@@H]5C[C@H]6[C@@H](OC)[C@H]5[C@](O)(C[C@@H]6OC)[C@@](O)([C@@H](OC)[C@H]23)[C@@H]14	i	0%[25.7 µM]	i	-0.6%[34.4 µM]	0.6%[34.4 µM]	-9%[17.1 µM]	?	i	-1%[25.7 µM]	i	-4%[25.6 µM]
COc1ccc(CCn2c(O)c(C=NCc3cccnc3)c(=O)[nH]c2=O)cc1OC	i	-5%	?	-0.3%	1.0%	5%	i	i	-1%	i	2%
O=C(O)[C@@H]1C[C@H]1[C@@H](NP(=O)(c1ccccc1)c1ccccc1)c1ccccc1	nt	6%	nt	-2.2%	-0.3%	nt	nt	nt	2%	nt	3%
CC1(C)CC(=O)C(C2(O)C(=O)NC(=O)NC2=O)=C(O)C1	i	1%	i	-2.5%	0.3%	-1%	?	i	0%	i	0%
CCCCCCCCCCCCCCCC[N+](C)(C)C	nt	-3%	nt	-3.0%[3.08 µM]	-5.8%	-4%	nt	nt	-5%	nt	nt
CCCC12CN3CN(C1)CC(CCC)(C3)C2O (configuration not stated)	i	nt	i	nt	nt	nt	i	i	nt	i	nt
c1csc(CN2CC3(CCNCC3)C2)n1	i	2%	i	-4.2%	-1.1%	-5%	i	i	-1%	i	28%
O=c1[nH]c(=O)n(-c2ccc(F)cc2)c(O)c1C=Nc1ccccc1N1CCCC1	1.4e-08M*	?	2.2e-08M*	4.0%	-0.1%	14%	4e-08M*	i	-7%	i	10%
O=C(O)c1nn(Cc2ccc(Cl)cc2Cl)c2ccccc12	i	-2%	i	-1.7%	-3.0%	23%	?	i	2%	i	40µM*!
C[n+]1ccc(-c2ccncc2)cc1	i	0%	i	-0.5%	0.1%	1%	i	i	-3%	i	8%
C[n+]1c(/C=C\c2ccc(O)c3ncccc23)[se]c2ccccc21	i	-4%[11.5 µM]	i	-2.2%[15.4 µM]	4.9%[15.4 µM]	nt	i	?	-3%[11.5 µM]	i	-13%[11.4 µM]

Three records picked at random from those above, as already listed:
SMILES	4MU fluor	Casp7 inh	A350 autofl	BRCT inh green	BRCT inh red	USP2a inh	Fluorescein autfl	Texas Red fluor	Casp1 inh	Rhodamine autofl	HEK293 cAMP ctrl
CCCCc1ccc(C(=O)O)nc1	i	-1%	i	-0.5%	0.0%	-6%[17.1 µM]	?	i	1%	i	?
O=C(Oc1ccccc1)N1CCC2(CCCN(Cc3ccccc3)C2)CC1	i	-4%	i	-1.7%	-1.3%	7%	i	i	-5%	i	?
CN1CCc2cc3c(cc2[C@@H]1[C@H]1OC(=O)c2c1ccc1c2OCO1)OCO3	?	nt	?	nt	nt	nt	i	i	nt	i	?
